INS promoter inh – TRM-6 insulin promoter activity inhibition; inhibition, % at 2 µM; 130,000 compounds, 0.9% hits; TRM-6 cells (human fetal islet line), insulin promoter-eGFP reporter, imaging; reporter expression induced with tamoxifen;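 active = inhibition above the mean plus 3 SD, with well images judged a real hit on visual review, cut at about 60% in these data, passing the limit was not always enough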
sdo1 growth – compounds rescuing growth of sdo1-depleted yeast, bone marrow failure model; S. cerevisiae sdo1-depleted JHY4D growth rescue, OD600 30 h; hits give high values; pdr5 snq2 efflux-pump mutant strain; z-score at 10 µM; 140,000 compounds, 0.21% hits; AID 817;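 active = z-score above 3 at both the 24 hr and the 30 hr optical density reads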;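 also: z-score against mean and SD of all compound wells on the same plate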
sdo1 growth Rescue 24 h – also measured in sdo1 growth; calls as there; z-score; S. cerevisiae sdo1-depleted JHY4D growth rescue, OD600; measured here: growth rescue at 24 h;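 0 is the plate mean of compound wells and units are plate SD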
Active calls of the source: *; i = inactive; . = not tested or not shown.

SMILES	INS promoter inh	sdo1 growth	sdo1 growth Rescue 24 h
COc1ccc(C2=CC(c3cccc(OC)c3)n3nnnc3N2)cc1 (stereo not given)	.	-1.48	-1.17
CCOC(=O)c1[nH]c(C)c(C(=O)N2CCN(C(=O)c3ccco3)CC2)c1C	20.0	0.77	1.18
Cc1ccc(Nc2nnc(-c3ccncc3)s2)c(Br)c1	.	-1.43	-2.63
CCOC(=O)c1cc2c(C(F)(F)F)cc(-c3cccnc3)nc2o1	-45.5	0.41	1.49
Cc1cccc(NC(=O)CCN2C(=O)C3C4C=CC(C4)C3C2=O)c1 (stereo not given)	14.3	-0.08	-0.83
O=C(NC(=S)NCCO)c1sc2ccccc2c1Cl	44.2	.	.
CCC(Sc1ncccc1C(=O)OC(C)C)C(=O)N1CCOCC1 (stereo not given)	-60.0	-0.01	-0.66
CN(C)c1ccnc2sc3c(SCc4ccc(Cl)cc4)ncnc3c12	.	-0.67	0.24
O=C1c2oc3ccccc3c(=O)c2C(c2cccc(F)c2)N1CCCO (stereo not given)	.	-0.24	-0.6
Cc1cc(C)c(S(=O)(=O)n2cnc3ccccc32)c(C)c1	9.6	0.79	0.33
CC(C)CNc1cc(N2CCCC2)ccc1[N+](=O)[O-]	-4.2	-0.73	2.05
CCOC(=O)C1CCN(c2cc(=O)n(Cc3ccc(F)cc3)c(=O)[nH]2)CC1	.	-1.1	-1.02
O=C(Nc1nnc(SCc2ccc(F)cc2)s1)C1CC(=O)N(c2ccc3c(c2)OCCO3)C1 (stereo not given)	-41.9	-0.37	-0.19
Cc1ccc(N2C(=O)CC(Sc3ncn[nH]3)C2=O)cc1C (stereo not given)	60.0	-2.38	-1.31
CC(=O)C1=C(O)C(=O)N(C)C1c1ccccc1F (stereo not given)	.	-0.6	-1.51

Part of the list above in another layout:
smiles,INS promoter inh,sdo1 growth,sdo1 growth Rescue 24 h
O=C(NC(=S)NCCO)c1sc2ccccc2c1Cl,44.2,.,.
O=C1c2oc3ccccc3c(=O)c2C(c2cccc(F)c2)N1CCCO (stereo not given),.,-0.24,-0.6
CC(C)CNc1cc(N2CCCC2)ccc1[N+](=O)[O-],-4.2,-0.73,2.05
Cc1cccc(NC(=O)CCN2C(=O)C3C4C=CC(C4)C3C2=O)c1 (stereo not given),14.3,-0.08,-0.83
CCOC(=O)c1cc2c(C(F)(F)F)cc(-c3cccnc3)nc2o1,-45.5,0.41,1.49

The list continues.
SMILES	INS promoter inh	sdo1 growth	sdo1 growth Rescue 24 h
COc1ccc(C2C(C(=O)N3CCCC3)c3cc(OC)c(OC)cc3C(=O)N2C)cc1 (stereo not given)	-57.1	-0.26	-0.2
OC1CCCN(CC(O)c2ccccc2)C1 (stereo not given)	0.0	.	.
O=C(NCC(=O)N(c1cnc2ccccc2c1)C(C(=O)NC1CCCC1)c1ccncc1)c1ccco1 (stereo not given)	19.4	0.96	1.2
O=S(=O)(N/N=C1/CC(c2ccccc2)Oc2ccccc21)c1ccc(Br)cc1 (stereo not given)	-8.5	-1.52	-0.76
COc1ccc(C(C)=O)cc1CSc1nnc(Nc2c(C)cccc2C)s1	-17.5	-0.74	0.24
COCC(C)n1c(C)cc(C(=O)COC(=O)CNC(=O)c2ccccc2)c1C (stereo not given)	.	0.94	1.19
CN(C)S(=O)(=O)Oc1ccsc1C(=O)Nc1ccc(Cl)c(Cl)c1	-80.0	-1.12	-0.08
N#Cc1cccc(NC(=O)CSc2nnc(-c3n[nH]c4ccccc34)o2)c1	-11.8	.	.
CCOC(=O)c1c(NC(=S)Nc2ccccc2)sc2c1CCN(C)C2	-16.7	0.24	-0.16
CCCNc1ncnc2sc(C)c(C)c12	-12.5	-0.13	-0.34
COc1cccc(NC(=S)NNC(=O)Cn2nc([N+](=O)[O-])cc2C)c1	-41.2	.	.
O=C(COc1ccccc1)N(Cc1ccccc1)c1nc(-c2ccccc2)cs1	11.6	-0.83	-0.89
CCN(CC)S(=O)(=O)c1ccc2c(c1)nc(SCC(N)=O)n2-c1ccc(OC)cc1	0.0	0.55	-0.15
COc1ccc(NC(=O)CSc2cc(C)ccc2C)cn1	66.7	.	.
O=C(NNc1ccccn1)c1ccc(Cl)nc1	0.0	-0.29	-1.14
COc1ccc(Cl)c(Cn2c(NCCCN(C)C)nc3c2c(=O)n(C)c(=O)n3C)c1	3.7	0.85	0.38
S=c1[nH]ncn1-c1ccccn1	-6.9	0.06	0.05
O=C(CNC(=O)c1ccccc1)OCc1cccc(Br)c1	-21.1	.	.
Cc1ccc2nc(N3CCN(S(=O)(=O)c4ccc(C)c(Cl)c4)CC3)c(C#N)cc2c1	-53.3	-0.47	-1.06
CCOC(=O)CSc1nnc(NC(=O)c2cccc(S(=O)(=O)N3CCCC3)c2)s1	-27.6	0.15	0.2
O=C(O)c1sccc1SCc1ccc(Cl)c(Cl)c1	40.6	1.01	0.09
O=C(COc1ccc2ccccc2c1CN1CCOCC1)N1CCc2ccccc21	.	1.43	1.55
COC(=O)c1ccc(OCC(O)CN2C(=O)c3ccccc3S2(=O)=O)cc1 (stereo not given)	38.9	.	.
COc1ccc(/C=N/NC(=O)c2ccoc2C)cc1COc1ccc(Cl)cc1	i	-1.37	-1.09
CCN(CC)S(=O)(=O)c1ccc(C(=O)Nc2ccc(OCC(=O)N3CCOCC3)cc2)cc1	25.0	2.95	3.34
Cc1ccc(C)n1CCN1CCN(CC(=O)Nc2cc(C(F)(F)F)ccc2Cl)CC1	-57.7	-1.11	-1.18
Cc1cc(NC(=O)CSc2nnc3c(C)cc4ccccc4n23)no1	-30.3	-0.31	-0.41
CC1=NOC(=O)/C1=C/c1ccc(-c2ccc(Cl)cc2)o1	10.0	-1.58	-1.99
CC(=O)NC(CC(=O)c1ccc([N+](=O)[O-])cc1)C(Cl)(Cl)Cl (stereo not given)	-16.7	0.97	1
COc1cc(CN2CC(=O)N(c3ccc(C)c(C)c3)C2=S)cc(OC)c1OC	13.5	-0.44	-0.89
CCCC(=O)N1CC(=O)Nc2ccc(F)cc2C1c1ccccc1 (stereo not given)	.	-0.12	-0.42
CN(C)/C=C/C(=O)c1cnc(-c2cccc(Cl)c2)s1	-15.4	.	.
Clc1ccc(OCc2nc(-c3ccncc3)no2)c(Br)c1	30.0	-2.63	-2.08
O=[N+]([O-])c1cccc(/C=N\N2CCN(Cc3ccccc3Cl)CC2)c1	-80.0	-2.88	-2.23
Cc1ccccc1NC(=S)N(CCc1c(C)[nH]c2ccc(F)cc12)Cc1cccnc1	0.0	.	.
CC1=CC(C)(C)n2c(O)c(C3=NC(=S)NC3=O)c3cc(OC(=O)c4cccc5ccccc45)cc1c32	-7.7	-0.14	-0.26
Cc1cccc(S(=O)(=O)NCCC(=O)OC(C)C(=O)NC(=O)NC2CCCCC2)c1 (stereo not given)	.	0.87	0.7
CCOC(=O)c1ccc(NC(=S)N(CCCN2CCCC(C)C2)Cc2ccco2)cc1 (stereo not given)	-53.1	0.53	0.18
CCn1c(O)c(N=NC(=O)C2C(=O)NCC2c2ccccc2)c2ccccc21 (stereo not given)	.	0.61	-0.03
COc1ccccc1CC(=O)Nc1ccc(-c2noc(COc3ccc(Cl)c(C)c3)n2)cc1	8.7	-0.56	-0.07
Cc1nnc(SCCn2c(N3CCC(C)CC3)nc3c2c(=O)[nH]c(=O)n3C)s1	-8.6	-0.03	0.39
CCCOc1ccc(C2NC(=S)NC(c3ccccc3)=C2C(=O)Nc2ccc(C)cc2)cc1OC (stereo not given)	.	1.21	1.74
COc1ccc(OCC(=O)Nc2ccc(S(=O)(=O)N3CCCCCC3)cc2)cc1	-35.0	-0.65	-0.57
Nc1cc(-c2cccc(F)c2)nn1S(=O)(=O)c1cccc2nsnc12	.	-1.22	-1.26
CC1=C(C(=O)OCC(C)C)C2(O)C(=O)c3ccccc3C2(O)N1 (stereo not given)	.	1.02	0.78
O=C(O)CC1=C(c2ccc(F)cc2)CCC1=O	-7.7	-0.18	-0.73
CCCCn1nc(C(=O)Oc2ccc3c(C)cc(=O)oc3c2)c2ccccc2c1=O	.	-0.84	-1.46
COc1ccc2nc(SCC(=O)N3CCNC3=O)[nH]c2c1	.	-0.47	-0.93
COCCCNc1ncnc2nc[nH]c12	.	0.63	0.59
Cn1c(=NC(=O)C2CCCCC2)sc2cc([N+](=O)[O-])ccc21	2.9	.	.
NC1=NC(=O)C(Cc2ccccc2)S1 (stereo not given)	41.7	.	.
Cn1c(=O)[nH]c(=O)c2c1nc(CN1CCOCC1)n2CCCO	45.5	0.24	-0.46
O=C(CN(c1ccc(Cl)cc1)S(=O)(=O)c1ccc(Cl)c([N+](=O)[O-])c1)NCCc1ccc(F)cc1	-50.0	0.51	1.91
C=CCOc1ccccc1CNc1ccccc1C	13.3	0.38	-0.4
CCSc1nnc(-c2ccc(S(=O)(=O)N3CCCC3)cc2)n1C	0.0	0.28	-0.94
O=C(NCCOc1ccccc1F)c1ccccc1SCc1ccc(F)cc1	-55.3	-0.18	0.08
CSc1ccccc1NC(=O)c1ccco1	.	-0.37	-0.82
O=C(COC(=O)/C=C/c1ccc([N+](=O)[O-])cc1)NCc1ccccc1	7.1	0.64	1.83
C=CCOc1ccc(CNc2ccc(NC(=O)CC(C)C)cc2)cc1OC	7.1	1.47	1.55
CC1=NN(C(N)=S)C(=O)C1N=Nc1ccccc1C (stereo not given)	56.2	-1.54	-1.22
Next part
SMILES	INS promoter inh	sdo1 growth	sdo1 growth Rescue 24 h
O=C(COC(=O)Cc1cccc2ccccc12)Nc1ccccc1-c1ccccc1	.	-1.02	-1.52
CCOC(=O)N1CCC(Nc2c(Nc3ccc(F)cc3)c(=O)c2=O)CC1	40.6	1.19	1.12
CCN(Cc1ccccc1)C(c1ccc(C(F)(F)F)cc1)c1nnnn1C(C)(C)C (stereo not given)	6.9	0.14	0.13
O=C(c1ccco1)N1CCN(c2ncnc3c2oc2ccccc23)CC1	16.1	0.63	0
O=C(OCc1c(Cl)cccc1Cl)c1ccccn1	.	-0.04	-0.1
COCCNC(=O)c1ccc(-n2c(SCc3cc(F)ccc3F)nc3ccccc3c2=O)cc1	-8.8	0.14	2.04
Cc1nn(-c2ccccc2)c(C)c1/C=N/NC(=O)c1cc(-c2ccccc2)n[nH]1	-125.0	0.23	0.58
CCC(C)(C)n1nnnc1C(c1ccc2ncccc2c1)N1CCCCCC1 (stereo not given)	-225.0	-0.72	0.28
O=C(CC(c1ccccc1)c1ccccc1)Nc1ccc2c(c1)OCCO2	40.0	-1.32	-0.99
CCC(=O)N1CCc2cc(S(=O)(=O)NC(C(=O)NC3CCCc4ccccc43)C(C)C)ccc21 (stereo not given)	-55.6	-0.44	1.02
COc1ccccc1NC(=O)COn1nnc2ccc(S(=O)(=O)N3CCOCC3)cc21	-44.4	.	.
Cc1cccc(C(=O)Nc2ccc(O)cc2C(=O)O)c1	-42.9	.	.
O=C(OCc1nnc(-c2ccccc2)o1)C1=COCCO1	-29.7	0.08	-0.69
Cc1ccc(S(=O)(=O)NCc2ccc(C(=O)N(C)CCC#N)cc2)cc1	.	1.07	1.34
Cc1ccc2nc(NC(=O)C3CCN(S(=O)(=O)c4ccc5c(c4)oc(=O)n5C)CC3)sc2c1	.	-0.24	-0.31

An excerpt taken from the entries so far:
SMILES	INS promoter inh	sdo1 growth	sdo1 growth Rescue 24 h
O=C(CC(c1ccccc1)c1ccccc1)Nc1ccc2c(c1)OCCO2	40.0	-1.32	-0.99
CCC(=O)N1CCc2cc(S(=O)(=O)NC(C(=O)NC3CCCc4ccccc43)C(C)C)ccc21 (stereo not given)	-55.6	-0.44	1.02
COc1ccccc1NC(=O)COn1nnc2ccc(S(=O)(=O)N3CCOCC3)cc21	-44.4	.	.
Cc1cccc(C(=O)Nc2ccc(O)cc2C(=O)O)c1	-42.9	.	.

Next part:
SMILES	INS promoter inh	sdo1 growth	sdo1 growth Rescue 24 h
O=C(Nc1nc2c(s1)CN(Cc1ccccc1)CC2)c1c(F)cccc1F	-22.2	.	.
CCOC(=O)N1CCN(Cc2nc3c(c(=O)[nH]c(=O)n3C)n2Cc2cc(C)ccc2C)CC1	12.0	0.73	0.52
Nc1nc(Cl)cc(Sc2ccc3ccccc3c2)n1	-25.0	-1.18	-0.87
COc1ccc(CC(=O)Nc2cc(Cl)ccc2O)cc1	38.1	0.67	0.73
CC(=O)Nc1ccc(-c2csc(NCc3ccco3)n2)cc1	-2.7	0.85	-0.3
CN(C)c1cc[n+](Cc2c(Cl)cccc2Cl)cc1	6.2	1	-0.35
COc1cccc(CNC(=O)C2CCCN(S(=O)(=O)c3c(C)[nH]c(=O)[nH]c3=O)C2)c1 (stereo not given)	.	0.97	1.05
Cc1cc(C)cc(NC(=S)NC(=O)CCN2C(=O)c3ccccc3C2=O)c1	-11.1	-0.68	-0.59
CC1(C)CC(=O)C2=C(C1)OC(N)=C(C#N)C2C1CC=CCC1 (stereo not given)	57.1	-0.86	-0.83
CCOC(=O)CSc1nnc(CSc2nc(C)cc(C)n2)n1Cc1ccco1	50.0	-0.71	-1.44
COc1cc(/C=C(\C#N)C(=O)Nc2ccc3ccccc3c2)c([N+](=O)[O-])cc1OC	.	-0.86	-0.09
COc1cccc(C(=O)Nn2c(C)nnc2-n2nc(C)cc2C)c1	69.2	0.98	0.65
O=[N+]([O-])c1ccc(O)c(/C=N\N=C2c3ccccc3-c3ccccc32)c1	.	-1.05	-0.44
c1ccc2c(CSc3nnc(-c4ccncc4)o3)cccc2c1	-25.7	-1.58	-1.04

Only part of the results is shown; count on the stated rates, not on these rows.
